# CAL PDZ FP-1 = untagged CAL PDZ binding inhibitors, primary screen, biochemical, fluorescence polarization, HTS; purified CAL PDZ, TMR-peptide fluorescence polarization, 1 h; Golgi-associated PDZ and coiled-coil motif-containing protein (Homo sapiens), Q9HD26; AID 602252, 2012; 0.92% of 300,000 active; inhibition, % at 24.9 µM;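 active = mean inhibition of at least 30% with at least half of replicates also reaching 30%; inconclusive = no clear call, values can overlap the other calls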;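 also: 0% = DMSO neutral control and 100% = excess unlabeled competitor peptide PRC23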
# CAL PDZ FP-2 = CAL PDZ peptide-binding inhibitors, primary screen, biochemical, fluorescence polarization, Cer-tagged CAL PDZ, HTS; inhibition, % at 20 µM; 0.02% of 330,000 active; purified CAL PDZ, TMR-peptide fluorescence polarization, 1 h; AID 504414, 2011; Golgi-associated PDZ and coiled-coil motif-containing protein (Homo sapiens), Q9HD26;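 active = highest replicate inhibition of at least 40%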;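 also: plate controls were DMSO neutral control wells for no effect and unlabeled competitor peptide control wells for full effect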
#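 Test system: tagged CAL PDZ domain / Buffer or medium: sodium phosphate/NaCl buffer pH 7.4 with TCEP, IgG, Thesit / Reagent: TMR-labelled reporter peptide T*-PRC34 bound in PDZ groove / Compound dosing: single point, 20 µM / Schedule: 1 h incubation at room temperature before polarization reading / Technique: fluorescence polarization (mP) / Benchmarks: unlabelled peptide, DMSO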
# Keap1-Nrf2 PPI = Keap1-Nrf2 protein-protein interaction inhibitors, primary screen, biochemical, fluorescence polarization, single point | inhibition, % at 9.4 µM | 0.15% of 340,000 active | Keap1 Kelch-Nrf2 peptide fluorescence polarization, 1536-well | Kelch-like ECH-associated protein 1 (Homo sapiens), Q14145; in the data active = inhibition above about 12%; inconclusive = no clear call, values can overlap the other calls; inactive = below about 7.3%;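 also: human Keap1 Kelch domain with fluorescein labeled Nrf2 9mer peptide probe; 0% = neutral control wells and 100% = peptide positive control; higher means more block of Keap1 binding to Nrf2 peptide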
# Target sequence (Q14145 whole entry, looked up, the tested form may be a part): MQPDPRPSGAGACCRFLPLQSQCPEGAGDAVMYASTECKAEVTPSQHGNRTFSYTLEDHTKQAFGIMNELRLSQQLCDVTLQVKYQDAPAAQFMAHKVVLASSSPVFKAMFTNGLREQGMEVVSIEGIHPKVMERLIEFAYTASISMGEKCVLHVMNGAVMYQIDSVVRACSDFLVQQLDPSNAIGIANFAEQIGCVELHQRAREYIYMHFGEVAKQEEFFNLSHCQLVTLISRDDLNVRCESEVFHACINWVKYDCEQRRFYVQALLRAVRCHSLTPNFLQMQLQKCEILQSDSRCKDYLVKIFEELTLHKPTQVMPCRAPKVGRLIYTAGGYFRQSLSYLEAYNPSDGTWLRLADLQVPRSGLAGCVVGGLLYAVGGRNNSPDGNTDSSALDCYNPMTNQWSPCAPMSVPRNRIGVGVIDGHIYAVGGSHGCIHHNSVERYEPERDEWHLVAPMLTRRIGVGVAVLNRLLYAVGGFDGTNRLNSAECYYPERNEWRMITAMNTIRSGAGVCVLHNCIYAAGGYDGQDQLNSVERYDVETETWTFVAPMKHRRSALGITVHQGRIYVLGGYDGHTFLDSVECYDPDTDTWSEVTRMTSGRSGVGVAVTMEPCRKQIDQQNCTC
# RTF Ca sens act = cardiac RTF calcium sensitivity activators, primary screen, biochemical, IANBD-TnC fluorescence, EC20 calcium; IANBD-labeled TnC RTF fluorescence at EC20 calcium; 0% EC20 calcium, 100% full calcium; activation, % at 7.2 µM; 0.24% of 340,000 active; AID 493008, 2010;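 active = activation above the mean over all tested compounds plus 3 SD, cut at about 30% in these data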;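 also: rise in fluorescence read as greater calcium sensitivity of cardiac thin filaments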
# SR-BI DiI-HDL act = activators of SR-BI mediated DiI-HDL uptake, primary screen, ldlA[mSR-BI] CHO cells, DiI fluorescence. 3 h; 100 = double the neutral-control signal. activation, % at 12.5 µM. 0.096% of 320,000 active. AID 504775, 2011;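 active = mean replicate activation of at least 60% and every replicate at or above 60%; inconclusive = mean or all-replicate condition met, but not both; inactive = mean below 60% and not all replicates reaching 60%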;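 also: 0% = median plate neutral-control signal and 100% = twice that signal; values of inactives mirror those of a sister screen read the other way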
#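 Test system: SR-BI-overexpressing, LDLR-lacking CHO cells; Also added: labelled HDL, 10 µg/mL; Measured by: bottom-read cell fluorescence after medium removal, ex 550/em 595 nm; Timing: 3 h uptake period with compound, 37 °C; Buffer or medium: F12, 0.5% BSA, 25 mM HEPES; Doses: single compound concentration, delivered by pin transfer.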
# DAGLB inh = DAGLB lipase inhibitors, primary screen, biochemical, fluorescence, HTS. HEK293T DAGLB membrane lysate, EnzChek fluorogenic substrate. inhibition, % at 5.17 µM. 0.059% of 340,000 active; in the data active = inhibition above about 34%;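 also: 0% = enzyme with vehicle and 100% = wells lacking enzyme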
# Cardiac RTF inh = cardiac RTF calcium sensitivity inhibitors, primary screen, biochemical, IANBD-TnC fluorescence, EC70 calcium. 0.12% of 340,000 active. inhibition, % at 7.15 µM. Troponin I, cardiac muscle (Homo sapiens) + Troponin T, cardiac muscle (Homo sapiens) + …. IANBD-labeled cardiac RTF, Ca2+ fluorescence;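 active = inhibition above the mean inhibition of all tested compounds plus 3 SD, cut at about 17% in these data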;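 also: assay run at fixed EC70 calcium of 1.6 mM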
# LANA DNA inh = inhibitors of KSHV C-LANA binding to DNA, primary screen, biochemical, fluorescence polarization, FAM-LBS DNA, MBP-C-LANA, single point; Kaposi's sarcoma herpesvirus LANA C-terminal domain (residues 932-1162) DNA binding; inhibition, % at 9 µM; 0.078% of 340,000 active; AID 504423, 2011;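 active = highest replicate inhibition at or above 60% at 9 µM, even if other replicates fall short; inactive = all replicates below 60% inhibition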;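 also: 0% = neutral control wells and 100% = 4 µM acridine orange control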
# Rtt109 HAT inh = inhibitors of C. albicans Rtt109/Vps75 HAT, primary screen, biochemical, ThioGlo CoA-SH fluorescence, plate reader | AID 540336, 2011 | inhibition, % at 34.9 µM | 0.16% of 330,000 active | purified Rtt109/Vps75, 4 h;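 active = inhibition of at least 50% in every replicate; inconclusive = best replicate reaches 50% inhibition but some replicates fall short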
# Target sequence (Q5AAJ8 whole entry, looked up): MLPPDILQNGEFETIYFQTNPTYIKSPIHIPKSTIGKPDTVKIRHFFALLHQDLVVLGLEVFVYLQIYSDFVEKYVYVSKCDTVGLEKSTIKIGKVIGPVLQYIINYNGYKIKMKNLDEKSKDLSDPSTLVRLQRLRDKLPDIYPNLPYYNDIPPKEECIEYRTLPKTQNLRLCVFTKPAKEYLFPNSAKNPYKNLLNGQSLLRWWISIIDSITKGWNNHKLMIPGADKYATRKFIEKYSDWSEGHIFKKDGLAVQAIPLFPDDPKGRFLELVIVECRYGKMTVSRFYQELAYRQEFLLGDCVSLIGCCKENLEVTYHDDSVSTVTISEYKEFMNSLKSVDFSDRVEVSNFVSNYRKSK
# PKA-R2B act = activators of PKA-R2B holoenzyme, primary screen, biochemical, fluorescence polarization, Cy5-IP20, human; cAMP-dependent protein kinase catalytic subunit beta (Homo sapiens) + cAMP-dependent …; PKA-R2B holoenzyme dissociation; R2B truncated from residue 108, S112A mutant; 0% DMSO only, 100% 113 µM cGMP; 0.079% of 340,000 active; activation, % at 11.4 µM;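 active = activation above a cutoff set at the mean over all compounds plus 3 SD, cut at about 18% in these data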;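 also: higher means more holoenzyme dissociation and a rise in polarization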
# * marks the source's active call; other numbers are inactive results; i = inactive; ? = inconclusive; . = no result given.
RTF Ca sens act	LANA DNA inh	PKA-R2B act	Rtt109 HAT inh	SR-BI DiI-HDL act	Cardiac RTF inh	CAL PDZ FP-2	CAL PDZ FP-1	Keap1-Nrf2 PPI	DAGLB inh	Molecule
-4.5	-2.2	7.5	1.1	2.5	1.4	-0.7	-5.6	-1.9	-4.4	COc1ccccc1CNCC(=O)Nc1ccccc1-n1cccc1
2.1	-1.6	-0.1	-16.4	10.1	-3.9	-2.1	1.0	-5.3	-2.2	CCOCCCN1C(=O)C(=O)N(CC(=O)N2c3ccccc3NC(=O)CC2C)C1=O (centres undefined)
-5.8	-2.9	1.7	15.9	-13.3	5.0	-2.9	2.4	0.9	-6.6	COc1ccccc1CNC(=O)c1sccc1-c1ccccc1
-4.8	-2.2	-3.0	14.5	12.1	-0.7	-1.9	.	-1.7	2.2	CNC(=O)c1ccsc1NC(=O)c1coc2ccccc2c1=O
3.9	-0.9	2.1	0.7	8.2	-8.8	0.4	-1.7	-4.1	-1.4	O=C(c1ccc(Cl)c(S(=O)(=O)N2CCCC2)c1)N1CCN(c2ncccn2)CC1
-0.9	-3.8	8.2	0.2	6.5	-13.5	-0.1	-5.5	2.2	0.1	COc1ccc(-c2[nH]ncc2CN2CCCC(C(=O)c3cccc(OC)c3)C2)cc1 (centres undefined)
1.9	0.7	2.5	-0.2	-8.8	-4.0	-1.1	-0.6	-1.3	1.3	CCOc1cccc2cc(-c3nnc(NCc4ccco4)s3)c(=O)oc12
-3.0	-0.5	-5.9	-10.0	-0.6	-4.4	-3.0	-10.3	-1.1	-1.4	CCc1c(C)nc2ncnn2c1N1CCC(C(=O)Nc2ccccc2)CC1
-0.8	0.4	-4.5	-2.8	.	7.0	-2.4	1.3	3.0	-2.2	COc1ccc(C)cc1NC(=O)CSc1ccc(-c2sc(C)nc2C)nn1
-5.7	-1.9	3.5	7.6	8.3	-8.4	-2.4	-1.1	2.2	1.1	COc1ccc(CN(C)C(=O)c2ccc3c(=O)n4c(nc3c2)CCC4)c(OC)c1
-0.9	-1.1	-0.5	-2.5	-5.4	-11.7	-2.6	-1.4	-0.4	-6.9	O=C(N/N=C/c1cccc(OCc2ccccc2)c1)c1ccc(Br)cc1
-2.5	1.1	-5.2	-0.4	-18.2	-2.9	-1.0	-4.1	-4.1	-1.4	COC(=O)[C@@]12CCCCN1[C@H](c1ccc(-c3ccc(F)cc3)cc1)[C@H]1C(=O)N(C)C(=O)[C@H]12
4.8	-1.4	-5.8	3.2	-10.6	-17.1	-1.3	1.0	-3.0	1.8	O=C(Nc1ccc(S(=O)(=O)N2CCCCC2c2cccnc2)cc1)c1c(F)cccc1F (centres undefined)
2.5	-1.5	-2.9	-2.6	-15.5	-5.7	0.9	-1.9	-5.1	-1.6	CCOC(=O)N1CCC(NC(=O)CS(=O)Cc2nc(-c3ccc(OC)c(OC)c3)oc2C)CC1 (centres undefined)
-5.9	-0.9	2.4	0.7	21.6	-5.0	-0.5	.	?	1.1	Cn1cnnc1SCC(=O)Nc1ncc(C(F)(F)F)cc1Cl
-4.5	1.9	-7.3	-5.8	3.7	2.9	0.1	-0.3	-1.2	-0.3	O=C(NNC(=S)Nc1ccc(Cl)cc1Cl)C1CC1
-3.8	-0.4	-7.2	-0.2	-23.8	3.0	-1.0	13.7	0.5	-2.3	CN(CC(=O)Nc1cccc(F)c1)CC(=O)Nc1cc(S(=O)(=O)N2CCOCC2)ccc1Cl
i	0.7	i	0.8	22.0	i	0.7	-4.7	i	0.1	NC(N)=N/N=C/c1ccccc1Cl
-1.9	-1.8	-9.8	-0.6	1.0	-16.3	-4.5	-1.2	-1.9	-3.3	COCCCNC(=O)Cn1nnc(-c2ccccc2NC(=O)c2ccccc2F)n1
14.9	-2.0	-10.6	0.8	19.4	-11.0	-3.1	-4.9	-9.8	0.7	Cc1ccc2c(c1)N(Cc1ccncc1)C(=O)C(C)O2 (centres undefined)
0.2	0.7	2.5	4.7	-11.2	-8.2	-0.1	-1.0	-2.5	-4.0	Nc1nc(-c2ccc3c(c2)OCCO3)cs1
-5.1	-1.3	-9.7	-0.3	-17.3	2.1	-2.4	-1.9	-0.9	0.9	Cn1c(N2CCCC2)nc2c1c(=O)n(Cc1ccc(F)cc1)c(=O)n2C
-2.8	11.8	7.5	?	-5.7	2.8	-0.6	-0.8	-0.2	-4.5	COc1ccc(CCNC(=O)C2CC(O)CN2S(=O)(=O)c2ccc(Cl)cc2)cc1OC (centres undefined)
0.7	-0.5	-15.7	10.9	7.7	14.4	-1.2	-9.7	-0.8	6.7	Cc1nc2c(C(=O)NCc3ccccc3)c[nH]n2c(=O)c1Cl
-7.1	2.6	0.9	.	3.7	-2.8	-1.1	-1.6	-4.9	-2.2	Cc1sc2nc(SCc3nc4ccccc4[nH]3)n(Cc3ccco3)c(=O)c2c1C
6.6	0.8	-0.8	4.2	-8.8	-6.6	0.6	-0.2	-0.1	1.1	Cc1ccc(S(=O)(=O)NCC(=O)OCC(=O)N(CCC#N)c2ccccc2)cc1
-4.2	0.1	4.0	2.4	14.5	-8.6	-0.2	2.8	2.6	0.4	CC1CCCCC1NC(=O)NC(=O)CCl (centres undefined)
-5.0	0.5	-6.3	1.2	-14.8	-11.2	0.2	0.3	-1.7	-0.2	CC(=O)Nc1ccc(NC(=O)CSCCc2ccccn2)cc1
3.7	0.3	-4.5	-3.1	28.4	-1.9	0.5	-2.7	0.1	-1.4	CCOc1ccccc1C(=O)OCC(=O)NCC1CCCO1 (centres undefined)
4.9	-0.2	-3.6	12.6	6.5	-18.2	-0.7	10.8	5.0	7.1	N#Cc1c(N)n(CCOC(=O)c2cccc([N+](=O)[O-])c2)c2nc3ccccc3nc12
2.1	0.0	-8.0	-19.4	-47.8	-9.4	-0.3	2.1	-2.3	1.4	COc1cccc(OC)c1C(=O)Nc1sc2c(c1C(N)=O)CCN(Cc1ccccc1)C2
4.2	-0.1	-8.3	-5.5	24.3	-14.5	-1.1	.	-4.6	-2.9	COc1cc2c(cc1OC)-c1nnc(-c3cccs3)n1C(C)(C)C2
4.2	0.7	-9.9	-7.0	0.1	-3.3	-0.8	-2.9	-1.2	0.1	Cc1c(Cl)cccc1NC(=O)CC1Sc2ccccc2NC1=O (centres undefined)
1.1	2.0	0.0	-2.4	8.4	-10.6	-2.7	-2.3	-2.7	-3.1	Cc1ccc(C)c(NC(=O)CN(C)C(=O)c2ccncc2)c1
3.2	-1.9	7.0	2.2	24.2	-3.3	-0.5	10.2	-2.1	-2.3	CC(C)(C)NCc1cc2ccccc2[nH]c1=O
-4.0	-0.1	-5.5	-9.9	-4.7	-3.8	-1.5	-5.7	3.4	1.1	Cc1cc(NC(=O)CSCC(=O)NCc2cccc(C(F)(F)F)c2)no1
1.5	1.2	-2.0	-0.6	-4.6	-3.4	-0.7	-2.8	-6.5	-2.5	COc1ccc(N2C(=O)c3ccccc3NC23CCCCC3)cc1
-4.4	-0.9	-4.9	0.5	.	-10.5	-1.9	0.2	-2.8	-0.3	CC(=O)Nc1ccc(S(=O)(=O)N2CCN(C(=O)c3ncoc3-c3cccc(C)c3)CC2)cc1
3.5	0.0	-11.2	-4.1	-3.1	-7.8	-0.4	-5.9	-3.3	-2.5	COc1ccc(NS(=O)(=O)c2ccc(Cl)c(NC(=O)c3cccnc3Cl)c2)cc1
2.0	0.1	-4.4	1.2	56.3	-12.5	-2.0	-1.7	-7.0	-0.4	N/C(=N\OS(=O)(=O)c1cccc([N+](=O)[O-])c1)c1ccncc1
0.4	-0.3	-0.1	-9.7	-13.5	6.3	0.7	-5.0	2.9	1.9	O=C(CCn1c(=O)c2ccccc2n(CC(=O)N2CCN(c3ccccc3)CC2)c1=O)NCc1ccco1
-0.5	-0.3	-10.6	3.8	-4.9	-4.2	0.7	0.3	-2.1	-5.7	CC(C)CC(=O)CN1C(=O)C2(OCCO2)c2ccccc21
4.4	0.4	-2.5	-2.6	5.6	-7.7	12.3	-9.1	2.5	3.0	O=C(Nc1cccnc1)c1ccc2ccccc2c1O
4.6	-0.6	7.9	2.2	-82.6	-5.2	-1.2	-0.4	6.3	-0.1	O=C(N/N=C/c1sc(N2CCOCC2)nc1-c1ccccc1)c1ccccc1Cl
10.8	0.8	4.3	-9.1	19.1	0.6	-2.0	-6.4	-0.6	-1.8	Cn1c(-c2ccc(C=O)s2)nc2ccccc21
8.0	-0.6	7.8	.	10.8	-4.6	-2.0	-3.0	-2.8	1.0	CC(=O)c1ccc(NS(=O)(=O)Cc2ccccc2)cc1
3.3	-3.7	10.5	2.8	5.4	-7.0	-2.8	-0.9	-3.6	-0.6	COc1ccc(CCNC(=O)Cn2cnc3c(nnn3Cc3ccccc3F)c2=O)cc1OC
6.1	-0.6	-3.8	-0.6	15.6	-2.9	-3.1	-1.4	-0.1	-0.4	CN1CCN(C(c2cccc(C(F)(F)F)c2)c2nnnn2Cc2ccccc2)CC1 (centres undefined)
5.5	-0.3	-0.8	-9.7	7.1	2.3	-2.8	-1.3	-0.6	0.0	CCc1ccc(-c2nc(SCC(=O)NC3CC3)n[nH]2)cc1
-3.0	-4.3	-8.4	-2.8	34.6	-18.9	-2.1	8.5	-3.4	0.9	COc1cccc(NC(=O)C(OC(=O)c2cnc(C)cn2)c2ccccc2)c1 (centres undefined)
1.9	0.2	4.3	-8.3	18.0	1.7	1.1	3.1	-1.6	1.2	CSc1ccc(CNC(C)(C)CO)cc1

# Assay outcomes (PubChem BioAssay)
